# Screening results: PubChem BioAssay, Dana-Farber Cancer Institute and Novartis Institutes for BioMedical Research (Cambridge, Mass)
# OTUD3 inh: inhibitors of human OTUD3 deubiquitinase. purified OTUD3, Ub-rhodamine fluorescence, 2 h. inhibition, % at 25 µM. OTU domain-containing protein 3 (Homo sapiens), Q5T2D3. 47,000 tested, 0.7% active
# Target sequence (Q5T2D3 whole entry, looked up, the tested form may be a part): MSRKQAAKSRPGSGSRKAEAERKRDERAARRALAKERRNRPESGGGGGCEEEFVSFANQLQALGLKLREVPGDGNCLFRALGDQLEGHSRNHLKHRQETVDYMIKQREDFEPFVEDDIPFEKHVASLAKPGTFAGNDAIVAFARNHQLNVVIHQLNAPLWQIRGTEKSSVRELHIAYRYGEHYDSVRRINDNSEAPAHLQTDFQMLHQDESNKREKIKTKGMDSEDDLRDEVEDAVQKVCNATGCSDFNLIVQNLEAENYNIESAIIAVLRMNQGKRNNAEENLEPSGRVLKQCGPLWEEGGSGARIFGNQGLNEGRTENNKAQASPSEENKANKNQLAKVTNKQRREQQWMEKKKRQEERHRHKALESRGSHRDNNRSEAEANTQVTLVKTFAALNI
# USP7 inh: inhibitors of human USP7 deubiquitinase | inhibition, % at 20 µM | purified USP7, Ub-rhodamine cleavage fluorescence | AID 1645854, 2021 | Ubiquitin carboxyl-terminal hydrolase 7 (Homo sapiens), Q93009 | 47,000 tested, 0.3% active
# USP28 inh: inhibitors of human USP28 deubiquitinase; 47,000 tested, 3% active; purified USP28, Ub-rhodamine cleavage fluorescence, 30 min; Ubiquitin carboxyl-terminal hydrolase 28 (Homo sapiens), Q96RU2; inhibition, % at 25 µM
# USP17 block: inhibitors of human USP17 deubiquitinase; inhibition, % at 50 µM; purified USP17, Ub-rhodamine cleavage fluorescence, 3 h; Ubiquitin carboxyl-terminal hydrolase 17-like protein 5 (Homo sapiens), A8MUK1; 47,000 tested, 6.5% active
# USP10 block: inhibitors of human USP10 deubiquitinase | inhibition, % at 20 µM | 47,000 tested, 1.1% active | AID 1645856, 2021 | purified USP10, Ub-rhodamine fluorescence, 60 min | Ubiquitin carboxyl-terminal hydrolase 10 (Homo sapiens), Q14694
# UCHL1 block: inhibitors of human UCHL1 deubiquitinase. Ubiquitin carboxyl-terminal hydrolase isozyme L1 (Homo sapiens), P09936. purified UCHL1, Ub-rhodamine cleavage fluorescence. inhibition, % at 20 µM. 47,000 tested, 0.2% active. AID 1645859, 2021
# Target sequence (P09936 whole entry, looked up): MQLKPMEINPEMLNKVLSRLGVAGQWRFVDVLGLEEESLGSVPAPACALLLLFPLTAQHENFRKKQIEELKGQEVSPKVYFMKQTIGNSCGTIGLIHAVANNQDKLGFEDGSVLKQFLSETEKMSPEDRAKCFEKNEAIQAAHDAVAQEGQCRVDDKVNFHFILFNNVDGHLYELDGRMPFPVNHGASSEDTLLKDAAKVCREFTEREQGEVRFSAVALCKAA
# USP30 inh: inhibitors of human USP30 deubiquitinase. Ubiquitin carboxyl-terminal hydrolase 30 (Homo sapiens), Q70CQ3. purified USP30, Ub-rhodamine cleavage fluorescence. inhibition, % at 25 µM. 47,000 tested, 5.3% active
# USP8 block: inhibitors of human USP8 deubiquitinase | Ubiquitin carboxyl-terminal hydrolase 8 (Homo sapiens), P40818 | purified USP8, Ub-rhodamine cleavage fluorescence, 30 min | inhibition, % at 20 µM | 47,000 tested, 4.2% active | AID 1645853, 2021
# * marks the source's active call; other numbers are inactive results; i = inactive; / = not tested or not shown. No stated cut-off is given here; in the data, active means inhibition above about 30%; inactive means the rest.
USP8 block	USP17 block	USP30 inh	OTUD3 inh	USP10 block	USP28 inh	USP7 inh	UCHL1 block	SMILES
-35	2	17	8	4	11	6	1	Cc1ccccc1N1CC(c2nnc(NC(=O)Cc3ccc(Cl)cc3)s2)CC1=O (stereo not given)
-22	-42	-215	-36	-9	-49	-3	-7	Cc1ccc(C2c3[nH]c4ccccc4c3C[C@H]3C(=O)N(c4ccccc4C(=O)NC4CCCCC4)C(=O)N23)cc1 (stereo not given in full)
-7	-10	2	-2	0	-8	2	1	O=C1COc2ccccc2C/C=C/CC2(CCN(Cc3ccncc3)CC2)C(=O)NCCN1
-226	-32	i	-190	-7	-236	-168	-158	COC(=O)c1cc(NC(=O)c2cccc(Cl)c2)c(=O)oc1/C=C/N(C)C
-54	-19	-21	-7	-6	4	4	5	COc1ccc(CN2C(=O)c3cccnc3C2Nc2ccccc2)cc1 (stereo not given)
-217	36*	50*	2	2	0	0	0	CC(=O)Nc1ccc(S(=O)(=O)Nc2ccc(Nc3ccc(-n4cccn4)nn3)cc2)cc1
-1	-7	-28	-15	-9	9	-3	-10	COc1ccc(F)cc1S(=O)(=O)N1C[C@@H]2C[C@H]1C[C@@H]2NC(=O)c1ccccc1
0	1	0	-4	0	-7	0	-1	Cc1[nH]nc(C(F)(F)F)c1N
6	31*	34*	6	-1	7	1	2	COc1ccc(-c2nc3sc4c(c3c(=O)[nH]2)CCCCCC4)c(OC)c1
-3	3	-11	-1	-3	-4	-3	-5	Cc1ccc(O)c(C(=O)c2cc(-c3nc4ccccc4[nH]3)c(=O)n(Cc3ccc(Cl)cc3)c2)c1
7	8	7	3	2	-1	-68	-2	CC1CC(=O)c2cnc(N3CC(C)CC(C)C3)nc2C1 (stereo not given)
17	2	-16	-9	-2	-1	3	2	COc1cccc(CC(=O)Nc2ccc3c(c2)Sc2ncccc2C(=O)N3C)c1
6	/	-1	-3	0	-2	-6	1	Cc1ccc2[nH]c(=O)c(CN(CC3COCCO3)C(=O)Nc3ccccc3Cl)cc2c1 (stereo not given)
7	5	-28	-9	2	3	0	6	CCOC(=O)c1c(NC(=O)C(C)Sc2nnc(CNC(=O)c3ccco3)n2C2CCCCC2)sc2c1CCCCC2 (stereo not given)
77*	54*	-6	-1	-3	19	0	3	CNC(=O)c1cc2nc(N(C)C)n(-c3ccccc3)c2s1
18	14	21	7	10	9	0	5	Cc1ccc(CN2C(=O)N(Cc3ccccc3)S(=O)(=O)c3ccccc32)cc1
4	1	11	2	2	8	4	2	CCC1(C)Cc2ccccc2-c2[nH]c(=O)n(-c3cccc(C)c3)c(=O)c21 (stereo not given)
6	-3	19	-5	9	3	-15	3	O=C(O)c1ccccc1C(=O)Nc1ccc(SC(C(=O)Nc2ccccc2F)c2ccccc2)cc1 (stereo not given)
5	12	19	9	5	5	8	0	COc1ccc(C2N3CC4(C)CN2CC(C)(C3)C4O)cc1 (stereo not given)
7	0	0	8	-3	-5	1	-1	O=S(=O)(c1ccc(F)cc1)N1CCCN(c2nc3cccnc3s2)CC1
10	8	5	5	-1	1	7	1	CCn1c(=O)[nH]c2cc(-c3nc(-c4cccc(C)c4)no3)ccc2c1=O
-33	0	-11	0	1	-4	0	0	Cc1ccc(S(=O)(=O)N2C(=O)CCC2C(=O)Nc2ccccc2C)cc1 (stereo not given)
-2	-3	6	-1	0	0	-1	0	Fc1ccc(NCCNCc2ccccc2)c(F)c1
-1	2	2	8	-1	-2	-2	1	CNC(=O)C1CN(C(=O)Cc2ccc(F)cc2)CC12CCCC2 (stereo not given)

# Entries of single compounds, quoted from the list. Screens in order: USP8 block, USP17 block, USP30 inh, OTUD3 inh, USP10 block, USP28 inh, USP7 inh, UCHL1 block
# CCn1c(=O)[nH]c2cc(-c3nc(-c4cccc(C)c4)no3)ccc2c1=O in the list: 10, 8, 5, 5, -1, 1, 7, 1
# O=S(=O)(c1ccc(F)cc1)N1CCCN(c2nc3cccnc3s2)CC1 in the list: 7, 0, 0, 8, -3, -5, 1, -1
# CNC(=O)C1CN(C(=O)Cc2ccc(F)cc2)CC12CCCC2 (stereo not given) in the list: -1, 2, 2, 8, -1, -2, -2, 1

# (next part)
USP8 block	USP17 block	USP30 inh	OTUD3 inh	USP10 block	USP28 inh	USP7 inh	UCHL1 block	SMILES
-4	-6	6	-1	-1	-3	1	-3	CN(C)C(=O)c1sc2nccnc2c1C1CCN(C(=O)OC(C)(C)C)C1 (stereo not given)
1	-10	-5	-17	2	-15	1	-2	O=c1[nH]c(=O)c2cccc(O)c2o1
-52	-13	0	-4	2	-9	0	-2	COCC1CN(S(=O)(=O)c2cccc(C)c2)Cc2ccnn2C1 (stereo not given)
-33	-31	-91	-31	-4	-25	-8	-2	OC12CCCCC1C(c1ccc(F)cc1)N(C/C=C/c1ccccc1)CC2 (stereo not given)
17	2	19	7	1	7	-11	0	O=C1OCC2=C1C(c1ccccc1)CC(=O)N2c1cccc(F)c1 (stereo not given)
-6	-9	-11	-1	-4	-4	0	-4	O=C(Nc1ccc(F)cc1)N1CCN(Cc2nnnn2-c2cccc(F)c2)CC1
24	22	26	3	3	10	4	0	O=C1CC(c2ccc(Cl)cc2)n2nc(NC(=O)c3cccs3)nc2N1 (stereo not given)
17	-4	-8	0	-1	2	1	0	CSCCC(NC(=O)c1cnn(Cc2ccccc2)c1)c1nc2ccccc2[nH]1 (stereo not given)
0	-4	0	0	-3	3	-6	-4	O=C(NC1CC1)c1cccc(OCC2CCCN(C(=O)c3cc(F)ccc3F)C2)c1 (stereo not given)
0	12	17	11	0	6	6	1	CCOC(=O)N1CCN(C(=O)c2cc(S(=O)(=O)N3CCOCC3)ccc2OC)CC1
-13	-21	-45	-17	-7	-24	-13	-6	O=C1CCSc2c1cccc2C(=O)N1CCCCCC1
9	1	4	1	-2	0	7	1	O=C(CCc1nnc2ccc(N3CCOCC3)nn12)N1CCCC1
-104	49*	-126	51*	-3	66*	50*	53*	CC(=O)C1=C(O)[C@@]2(O)C(=O)c3c(c(C)c4ccc(C)c(O)c4c3O)C[C@H]2[C@@H](N)C1=O
0	7	15	8	4	6	4	3	O=C(OCc1cn(-c2ccccc2)nc1-c1cccs1)c1cc(S(=O)(=O)N2CCOCC2)ccc1Cl
3	0	15	-3	-1	-2	-13	1	O=C(c1cccc(-c2noc(-c3ccc(F)cc3)n2)c1)N1CCCC1
-13	-15	-9	-10	0	-5	-1	0	Fc1ccccc1-c1nnc(C2(c3ccc4c(c3)OCO4)CCOCC2)o1
1	0	3	3	2	2	1	-1	COc1cccc(C(=O)N2CC(C)C(=O)Nc3ccccc32)c1 (stereo not given)
-11	5	-185	-17	-4	-31	-44	-10	Cc1oc2nc[nH]c(=O)c2c1C(=O)Nc1ccc(Oc2ccccc2)cc1
9	14	19	13	-1	8	-33	2	COc1ccc(/C=C(\C(=O)N(C)C2CCCCC2)n2ccccc2=O)cc1
4	-2	-13	-2	-3	0	2	-1	O=C(O)c1cc(-c2ccc3c(c2)OCCO3)nc2c(C(=O)O)cccc12
-12	6	17	8	-1	6	4	0	COc1ccc(NC(=O)c2ccc(CN3CCOCC3)cc2)cc1OC
-17	-2	-20	-13	-2	-10	-2	-2	COc1ccc(CNCc2c(C(=O)O)c(C)n(-c3ccccc3)c2C)cc1
-2	-9	-31	-6	-3	-17	-1	-3	Cc1noc(C)c1CNC(=O)c1ccc2nc[nH]c2c1
16	-18	-14	7	0	4	1	0	O[C@H]1[C@H](NCC2CCCC2)[C@@H](c2ccncc2)C[C@H]1O
-10	-12	-18	-2	0	-2	-23	3	Cc1cc(=O)n(CC(=O)Nc2ccc(F)c(F)c2)c(N2CCCC2)n1
-18	-2	-1	2	0	-6	2	-1	CS(=O)(=O)N1CCC(C(=O)NCc2cnn3ccccc23)CC1
3	-1	-8	0	1	-6	0	0	Cn1c(CN2CCOCC2)nnc1SCc1cccc(F)c1
10	19	28	21	0	17	-27	2	Fc1ccccc1Cc1nnc(C2(c3cccc(Cl)c3)CCOCC2)o1
-6	-10	5	-6	-5	-7	-4	-2	CCCc1cc(=O)oc2c(C)c(OCC(=O)NCC(=O)N3CCC4(O)CCCCC4C3)ccc12 (stereo not given)
17	-6	11	18	-1	12	1	0	O=C(O)C1C2C=CC(O2)C1C(=O)N1CCC(Cc2ccccc2)CC1 (stereo not given)
-6	33*	41*	37*	5	0	-5	-1	COc1ccc(CCNC(=O)CCCn2c(SCC(=O)NCc3ccco3)nc3ccccc3c2=O)cc1OC
4	0	7	-5	-8	-7	0	0	COc1ccccc1NC(=O)NCCc1c(C)nn(C)c1C

# Part of the list above, showing only USP7 inh.
Molecule | USP7 inh
Cc1[nH]nc(C(F)(F)F)c1N | 0
COc1ccc(-c2nc3sc4c(c3c(=O)[nH]2)CCCCCC4)c(OC)c1 | 1
Cc1ccc(O)c(C(=O)c2cc(-c3nc4ccccc4[nH]3)c(=O)n(Cc3ccc(Cl)cc3)c2)c1 | -3

# Carrying on:
USP8 block	USP17 block	USP30 inh	OTUD3 inh	USP10 block	USP28 inh	USP7 inh	UCHL1 block	SMILES
-10	/	3	-7	1	-5	-3	-6	CCn1nccc1C1CCCN1C(=O)Nc1ccc(F)c(Cl)c1 (stereo not given)
12	11	15	9	0	6	5	2	O=C(c1ccc(F)cc1)N1CC[C@@H]2CN(C(=O)c3ccccc3)[C@@H]2C1
-67	/	2	1	1	-6	2	0	O=C(O)C1CCN(S(=O)(=O)c2ccc(N3CCC(O)CC3)c([N+](=O)[O-])c2)CC1
-4	-6	-6	1	0	-5	1	0	Cc1nc(CC(=O)N2C[C@H]3CC[C@@H](Nc4cnccn4)[C@H]3C2)cs1
85*	15	-3	-11	3	-7	2	-1	COc1cccc(NC(=O)c2c(O)c3ccccc3n(CC(C)C)c2=O)c1
3	-9	-71	0	-9	-10	0	-9	CC(C)OC(=O)c1cc2c(ccn2-c2ccc(F)cc2)n1CC(=O)N(Cc1ccccc1)c1ccc(F)cc1
-2	-52	-107	-18	-7	-41	-2	-1	COc1cc2c(c(OC)c1OC)-c1ccc(NCCc3ccccc3)c(=O)cc1[C@@H](NC(C)=O)CC2
6	/	22	9	1	22	-56	1	CCCCN1CC(c2nc3ccccc3n2C/C=C/c2ccccc2)CC1=O (stereo not given)

# The final two entries of the part before come first, to join the parts.
USP8 block	USP17 block	USP30 inh	OTUD3 inh	USP10 block	USP28 inh	USP7 inh	UCHL1 block	SMILES
-2	-52	-107	-18	-7	-41	-2	-1	COc1cc2c(c(OC)c1OC)-c1ccc(NCCc3ccccc3)c(=O)cc1[C@@H](NC(C)=O)CC2
6	/	22	9	1	22	-56	1	CCCCN1CC(c2nc3ccccc3n2C/C=C/c2ccccc2)CC1=O (stereo not given)
19	12	25	12	-1	17	2	3	CCN(C(=O)Cn1cnc(S(=O)(=O)N2CCOCC2)c1)c1cccc(C)c1
18	5	9	19	9	8	2	7	COC(=O)c1ccccc1Sc1nc2ccccc2cc1-c1cccc(C(F)(F)F)c1
11	37*	-52	0	5	4	-18	7	Cc1cc2c3c([nH]c2cc1S(=O)(=O)N1CCCCC1C)CCCC3=O (stereo not given)
4	5	-31	1	-4	0	5	0	COc1cc(OC)c(NC(=O)CN2C(=O)CSc3ncccc32)cc1Cl
-21	-3	-6	-5	1	3	-4	1	O=S(=O)(Nc1cnc(N2CCCC2)nc1)c1ccc(Cl)c(Cl)c1
5	1	5	-3	-3	0	-27	-1	CC1CN(C(=O)CCC(=O)NCc2cccc(F)c2)c2ccccc2O1 (stereo not given)
-1	-29	-101	-34	-10	-13	-9	-5	CCN1CCCC1CN(Cc1cc2ccc(C)cc2[nH]c1=O)C(=O)Nc1cccc(Cl)c1 (stereo not given)
2	-1	4	-1	-1	-3	2	0	CCn1c(/C=C/c2ccccc2)nnc1SCC(N)=O
18	9	-1	18	-1	7	2	1	CCCn1c(-c2ccccc2)nc2nc3ccccc3nc21
13	7	28	12	5	19	-15	4	Cc1oc(-c2cccc(Cl)c2)nc1CNS(=O)(=O)c1ccccc1
-70	-21	-30	-6	1	-3	1	1	O=C1CCCc2cc(S(=O)(=O)Nc3ccc4c(c3)OCCO4)ccc2N1
-57	6	13	12	0	12	5	6	CCOC(=O)C1CCCN(Cc2nc3ccc([N+](=O)[O-])cc3c(=O)n2-c2ccc(OC)cc2OC)C1 (stereo not given)
2	0	-39	-8	0	-3	2	6	OCc1nc2ccccc2n1CC(O)COc1ccc(OCc2ccccc2)cc1 (stereo not given)
